BLM helicase inh – blocks DNA unwinding by human BLM helicase; recombinant BLM DNA unwinding, fluorescence dequenching; Potency, µM (top dose mostly 56.1 µM), inactives show at the highest dose activity change, negative = inhibition, hits mostly inhibitors; actives 0.2% (n = 350,000); AID 2528;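 note: potency is the fitted concentration of half-maximal effect; plate controls were vehicle for no effect and no enzyme for full effect; nearly all actives have a fitted effect of over 35% in size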
ERG-DNA inh – inhibitors of human ERG Ets domain-DNA interaction; P11308; fluorescence polarization, His-ERG Ets domain / labelled DNA; Potency, µM (doses to about 76.9 µM), inactives show top-dose FP activity, negative = inhibition, most hits filed as inhibitors; actives 0.028% (n = 370,000); active = well fitted inhibition curve with a large enough effect in the polarisation, with a control signal flat; inconclusive = small, poorly fitted or top-dose-only effect, or effect the other way, or a change in a side signal; inactive = no such curve, though single readings can be large or run the other way; the % refers to the polarisation;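 note: polarization taken with two DNA probes labelled with fluorescein and Texas red; potency is the fitted concentration of half-maximal effect; % of control where 0% means no effect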
Target sequence (P11308 whole entry, looked up, the tested form may be a part): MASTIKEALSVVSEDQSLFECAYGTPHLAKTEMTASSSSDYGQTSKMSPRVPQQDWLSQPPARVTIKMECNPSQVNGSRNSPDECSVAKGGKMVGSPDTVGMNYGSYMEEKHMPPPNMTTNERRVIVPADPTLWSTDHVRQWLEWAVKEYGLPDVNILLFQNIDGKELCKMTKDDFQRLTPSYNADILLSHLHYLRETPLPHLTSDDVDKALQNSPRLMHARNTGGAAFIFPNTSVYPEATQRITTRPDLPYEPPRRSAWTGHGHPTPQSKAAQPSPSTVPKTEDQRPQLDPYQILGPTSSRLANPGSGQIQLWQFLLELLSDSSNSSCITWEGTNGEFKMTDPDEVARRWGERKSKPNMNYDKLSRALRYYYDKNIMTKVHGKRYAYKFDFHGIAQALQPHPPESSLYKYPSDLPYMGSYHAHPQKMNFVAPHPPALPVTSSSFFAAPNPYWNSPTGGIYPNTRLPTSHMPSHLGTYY
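His-tagged ERG Ets domain (1 uM in the protein solution; 300mM KCl, 50mM Tris-HCl, 1mM EDTA, 1mM DTT, pH 7.5) received compound, then a probe mix of 5 nM fluorescein-DNA and 100nM Texas-615-DNA. Fluorescence polarization was read for both dyes.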
TRHR agonist – activates the human TRH receptor; actives 0.18% (n = 360,000); TRHR cells, calcium flux fluo-8, FDSS agonist mode; activation, % at 2 µM; P34981; in the data active = activation above about 30%; note: 0% is about no effect
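TRHR-expressing cells loaded with fluo-8 calcium dye; 23 nL library compound pin-transferred, kinetic FDSS fluorescence (Ex 480/Em 530) recorded about 180 s for agonist-induced calcium release, before a 10 nM TRH EC20 addition for potentiator mode.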
APE1 inh – APE1 (human) endonuclease inhibition; recombinant APE1, TAMRA/BHQ-2 abasic DNA cleavage fluorescence; actives 0.35% (n = 350,000); P27695; Potency, µM (highest dose often 65.8 µM), without a hit: at the highest dose activity change, negative = inhibition, actives largely listed as inhibitors;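 note: potency is the fitted concentration of half-maximal effect; plate controls were vehicle for no effect and reference inhibitor for full effect; nearly all actives have a fitted effect of over 55% in size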
Target sequence (P27695 whole entry, looked up): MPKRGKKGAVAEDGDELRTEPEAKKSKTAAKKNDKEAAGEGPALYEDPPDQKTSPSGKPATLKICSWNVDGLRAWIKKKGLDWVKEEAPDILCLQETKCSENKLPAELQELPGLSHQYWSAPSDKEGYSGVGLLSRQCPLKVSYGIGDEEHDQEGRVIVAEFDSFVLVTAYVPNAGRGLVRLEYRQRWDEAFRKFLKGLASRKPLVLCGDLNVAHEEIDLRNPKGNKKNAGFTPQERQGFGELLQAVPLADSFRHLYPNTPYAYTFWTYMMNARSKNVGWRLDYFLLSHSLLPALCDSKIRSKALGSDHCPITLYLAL
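Endonuclease cleavage of a quenched abasic-site DNA duplex (50 nM) by APE1 (0.75 nM) was tracked by TAMRA dequenching. Compounds were preincubated with enzyme 15 min at room temperature; data normalized to buffer-only and DMSO wells plus NSC13755 control.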
12-LOX inh – ALOX12 (human) lipoxygenase inhibition; P18054; purified 12hLO, xylenol orange hydroperoxide absorbance; Potency, µM (doses to about 108 µM), inactives show at the highest dose activity change, negative = inhibition, hits mostly inhibitors; actives 1.1% (n = 580,000); AID 1671190; note: potency is the fitted concentration of half-maximal effect; % is set by controls: 0 for no effect and ±100 for the full control effect
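Hydroperoxide product was detected by ferrous iron/xylenol orange as the 573 to 405 nm absorbance ratio. Arachidonic acid at 40 uM (final) was turned over for 30 min at room temperature by 150 nM human 12hLO, pH 7.0 Hepes buffer, after 15 min compound preincubation.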
Pol iota inh – DNA polymerase iota (human) inhibition; Pol iota fluorescent replication assay, 10 min; actives 1% (n = 390,000); Potency, µM (top dose mostly 115 µM), inactives show at the highest dose activity, negative = inhibition, hits mostly inhibitors; note: potency is the fitted concentration of half-maximal effect
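Pol iota at 10 nM preincubated 15 min with compounds at room temperature; reaction started with fluorescent substrate, 50 nM final. Fluorescence read kinetically at 0 and 10 min; buffer-only wells as negative control.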
POLB inh – DNA polymerase beta (human) inhibition | Pol beta primer extension/strand displacement, fluorescence kinetic | Potency, µM (highest dose often 114 µM), for inactives: at the top dose activity change, negative = inhibition, most hits filed as inhibitors | P06746 | actives 1.3% (n = 340,000) | AID 485314; note: potency is the fitted concentration of half-maximal effect; % is set by controls: 0 for no effect and ±100 for the full control effect
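Values derive from four-parameter Hill fits of normalized kinetic data: reads at 0 and 10 min following addition of 50 nM substrate to 10 nM Pol beta preincubated 15 min with compound.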
Pol kappa inh – DNA polymerase kappa (human) inhibition; Q9UBT6; purified Pol kappa, fluorescent DNA synthesis assay, 10 min; Potency, µM (series often up to 107 µM), for the others: at the top dose activity, negative = inhibition, usual class: inhibitors; actives 0.53% (n = 400,000); note: potency is the fitted concentration of half-maximal effect; % is set by controls: 0 for no effect and ±100 for the full control effect
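Activity was followed as the change in fluorescence between reads at 0 and 10 min after starting the reaction with 50 nM substrate. Beforehand, 10 nM polymerase had been preincubated with compound for 15 min at room temperature.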
Anesthetic bind – binds horse apoferritin like a general anesthetic | P02791 | apoferritin/1-aminoanthracene competitive binding, fluorescence | Potency, µM (top dose mostly 77.5 µM), for inactives: top-dose activity change, negative = displacement, usual class: inhibitors | actives 0.074% (n = 350,000) | AID 485281; note: potency is the fitted concentration of half-maximal effect; % is set by controls: 0 for no effect and ±100 for the full control effect; nearly all actives have a fitted effect of over 20% in size
Target sequence (P02791 2-175 limits assumed): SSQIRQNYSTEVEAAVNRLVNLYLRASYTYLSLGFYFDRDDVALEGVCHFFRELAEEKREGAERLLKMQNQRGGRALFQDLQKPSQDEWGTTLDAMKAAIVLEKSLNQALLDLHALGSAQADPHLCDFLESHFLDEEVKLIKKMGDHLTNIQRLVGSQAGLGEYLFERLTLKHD
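Steps: apoferritin (10 uM) was premixed with half-saturated 1-AMA in PBS, compounds were pin-transferred, plates stood 10 min at room temperature, fluorescence was read at 380/535 nm, and curves were fitted with a Hill equation.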
Starred values were filed as active, the others as inactive; ? = inconclusive; · = no result given; & = joins results of further samples; [ ] = another dose, or the depositor's remark. Unless noted, calls come from the whole dose curve; as a rule, active = well fitted curve in the direction sought with a large enough effect; inconclusive = small, poorly fitted or top-dose-only effect, or another doubt; inactive = no such curve, though single readings can be large; an effect the other way counts as inactive or inconclusive. These rows are one share of the data, so the mix of outcomes need not match the whole.

item	Compound	BLM helicase inh	ERG-DNA inh	TRHR agonist	APE1 inh	12-LOX inh	Pol iota inh	POLB inh	Pol kappa inh	Anesthetic bind
1	O=C(CCCN1C(=O)CSc2ncccc21)N1CCN(c2cccc(C(F)(F)F)c2)CC1	-1%	-4%	-0.9	0%	23%	4%	-2%	-16%	0%
2	O=[N+]([O-])c1cccc(-c2n[nH]c(=S)n2-c2ccc(Br)cc2)c1	2%	-4%	-0.5	2%	?	-8%	7%	1%	-6%
3	Cn1c(N)c(N=O)c(=O)n(C)c1=S	·	12%	·	·	11%	12%	·	-6%	·
4	CCN(c1ccccc1)c1cc2ccccc2c(=O)[nH]1	-23%	18%	-0.8	-19%	-22%	?	0%	-5%	11%
5	CCC(CO)Oc1cc(NCc2ccccc2C(F)(F)F)c2ncn(C(C)C)c2c1 (centres undefined)	·	-9%	·	9%	?	?	·	-25%	·
6	CCOc1ccc(Cn2nnc(C(=O)NCc3ccc(OC)cc3)c2N)cc1	-13%	-2%	1.4	1%	398%[activator]	-15%	?	-4%	-13%
7	CCS(=O)(=O)Nc1c(C(=O)OC)[nH]c2ccccc12	-3%	-6%	1.0	0%	-24%	9%	0%	-13%	-3%
8	COC(=O)c1cc(C(=O)N2CCc3ccccc32)cc([N+](=O)[O-])c1	1%	11%	0.1	3%	?	-12%	6%	5%	-15%
9	O=C(CCC1CCCCC1)Nc1cc(C(F)(F)F)ccc1N1CCOCC1	·	-12%	0.2	-2%	-1%	-6%	·	-10%	·
10	COc1ccc(-c2c(C)nn3c(N4CCN(c5ccccc5)CC4)cc(C)nc23)cc1OC	-9%	0%	-0.2	·	-5%	-6%	3%	-8%	-13%
11	CCOC(=O)N1CCC(NC(=O)CCS(=O)(=O)c2ccc3c(c2)CCN3C(=O)CC)CC1	-4%	-5%	-0.5	-1%	-17%	11%	-17%	?	-2%
12	COc1cc(C)c(Cc2cnc(N)nc2N)cc1OC	0%&-7%	·	0.1	12%	-17%[22.9 µM]	12%	5%	0%[19.4 µM]	-1%
13	Cn1c(-c2ccccc2)cccc1=O	-4%	-4%	-0.7	0%	10%	45%[activator]	16%	-7%	-6%
14	CSCCC(NC(=O)/C(=C/c1ccco1)NC(=O)c1ccc(Br)o1)C(=O)O (centres undefined)	1%	9%	0.6	32%	-3%	6%	-26%	-16%	5%
15	C/C(Cl)=C/Cn1c(SCCN2CCOCC2)nc2c1c(=O)[nH]c(=O)n2C	2%	-6%	0.4	-2%	-10%	-3%	-12%	-10%	-8%
16	Cn1c2ccc(F)cc2c2ncn(Cc3ccco3)c(=O)c21	-6%	-1%	-0.4	1%	?	-1%	-2%	-9%	-16%
17	Cc1ccc2cccc(Oc3ncnc4scc(-c5ccccc5)c34)c2n1	-5%	-2%	0.0	-2%	5%	-8%	1%[57.1 µM]	-5%	-6%
18	CC(C)Cn1cc(NC(=O)N2CCN(c3cccc(C(F)(F)F)c3)CC2)c2ccccc2c1=O	-11%	-1%	-0.6	·	-23%	52%[activator]	-3%	-16%	-13%
19	c1ccc(-c2n[nH]c(-c3ccccc3)c2-c2nc3ccccc3[nH]2)cc1	-7%	10%	-0.8	3%	0%	19%	3%	-9%	-20%
20	O=C(c1cccs1)N1N=C(c2ccc(O)cc2)CC1c1ccccc1 (centres undefined)	-3%	1%	0.6	-7%	?	11%	33%	-9%	9%
21	Cc1csc(NC(=O)c2cc(-c3ccco3)nc3ccccc23)n1	?	14%	-1.7	6%	25µM*	?	7.9µM*	?	6%
22	Cc1ccc(O)c(C(=O)c2cc(C#N)c(=O)n(-c3nccs3)c2)c1	-27%	16%	-0.1	0%	?	?	25µM*	-43%	-21%
23	Cc1ccc(C(=O)COC(=O)CCC(=O)Nc2cccc(Cl)c2)cc1[N+](=O)[O-]	-1%	-2%	2.2	18%	-24%	9%	29%	-21%	-14%
24	CCOc1ccc(CNC(=O)C2CCN(S(=O)(=O)c3c(C)noc3/C=C/c3ccc(C)cc3)CC2)cc1OC	2%	1%	0.1	·	-25%	20%	-3%	-11%[60.1 µM]	-7%
25	O=C(O)c1ccc2[nH]c3c(c2c1)CCCC3	-4%	-1%	1.9	24%	81%[activator]	-25%	0%	-13%	-7%

3 compounds from above, sorted by molar mass, falling.
item	Compound	BLM helicase inh	ERG-DNA inh	TRHR agonist	APE1 inh	12-LOX inh	Pol iota inh	POLB inh	Pol kappa inh	Anesthetic bind
15	C/C(Cl)=C/Cn1c(SCCN2CCOCC2)nc2c1c(=O)[nH]c(=O)n2C	2%	-6%	0.4	-2%	-10%	-3%	-12%	-10%	-8%
19	c1ccc(-c2n[nH]c(-c3ccccc3)c2-c2nc3ccccc3[nH]2)cc1	-7%	10%	-0.8	3%	0%	19%	3%	-9%	-20%
7	CCS(=O)(=O)Nc1c(C(=O)OC)[nH]c2ccccc12	-3%	-6%	1.0	0%	-24%	9%	0%	-13%	-3%

Entries above marked active in 12-LOX inh.
| No. | canonical_smiles | BLM helicase inh | ERG-DNA inh | TRHR agonist | 12-LOX inh | Pol iota inh | Pol kappa inh | Anesthetic bind |
| --- | --- | --- | --- | --- | --- | --- | --- | --- |
| 21 | Cc1csc(NC(=O)c2cc(-c3ccco3)nc3ccccc23)n1 | ? | 14% | -1.7 | 25µM* | ? | ? | 6% |

(listing goes on)
item	Compound	BLM helicase inh	ERG-DNA inh	TRHR agonist	APE1 inh	12-LOX inh	Pol iota inh	POLB inh	Pol kappa inh	Anesthetic bind
26	CCOc1ccc(C2CC(=O)Nc3nc(SCc4ccccc4C)[nH]c(=O)c32)cc1OC (centres undefined)	-5%	1%	-2.8	·	?	-15%	-21%	-14%	-6%
27	COc1ccccc1CNC(=O)CCCn1nc(C)n2ccnc2c1=O	0%	-6%	0.3	2%	4%	9%	2%	-11%	-7%
28	COc1ccccc1C(=O)COC(=O)c1ccccc1OCC(=O)Nc1ccc(SC(F)F)cc1	-5%	-4%	1.3	-1%	-12%	10%	-17%	-13%	3%
29	O=C(NCCc1ccccc1)C(c1ccncc1)N(C(=O)c1csnn1)C1CC1 (centres undefined)	2%	6%	0.5	0%	0%	8%	16%	6%	-5%
30	COc1ccc(CN(C)C(=O)c2cccc(NS(=O)(=O)c3ccccc3)c2)cc1F	-1%	-4%	0.3	36%	-10%	47%	1%	-21%	?
31	CN(Cc1ncc[nH]1)Cc1cn(-c2ccccc2)nc1-c1ccc2c(c1)OCO2	-6%	-8%	-0.5	-1%	11%	3%	-2%	2%	-10%
32	CCCOc1ccc(C(=O)NCc2cccnc2)cc1	-2%	·	-0.9	1%	22%	22%	3%	-3%	-14%
33	O=C(c1csnn1)N1CCC2(CC1)CN(C(c1ccccc1)c1ccccc1)C2	-2%	·	·	-2%	-17%[57.4 µM]	·	·	5%[60.1 µM]	·
34	CCOC(=O)c1cccc(NC(=O)c2ncoc2-c2ccco2)c1	-7%	-3%	-0.7	·	?	7%	0%	-9%[60.1 µM]	41%[activator]
35	COC(=O)c1nn(-c2ccc3c(c2)OCO3)cc1O	-4%	1%	0.2	-1%	-14%	-2%	32%	-9%	-10%
36	CC1Cc2nc(SCC(=O)OCc3ccccc3)n(C)c(=O)c2S1 (centres undefined)	-2%	-7%	-2.1	?	8%	1%	-6%	-6%	-19%
37	COc1ccc(S(=O)(=O)N(C)C)cc1NC(=O)CSc1nnc(-c2cccnc2)o1	-3%	2%	0.1	5%	0%	37%[activator]	19%	-4%	-3%
38	O=C(COC(=O)c1ccc2ncsc2c1)NC(=O)c1ccccc1	1%	8%	0.5	-6%	?	59%[activator]	-20%	1%	0%
39	CCCCn1c(CCn2nc(C)c(Br)c2C)n[nH]c1=S	-12%	-5%	-0.7	9%	?	14%	21%	-2%	-14%
40	CC1CCN(c2nc3ccc(C(=O)NCc4ccc(Cl)cc4)cc3s2)CC1	0%	-2%	1.1	·	0%	-7%	2%	1%	-9%
41	Cc1ccc(N(CC(=O)NCc2ccc(F)cc2)C(=O)CCC(=O)Nc2ccccn2)cc1C	-1%	7%	-0.1	19%[12.4 µM]	-16%	89%[activator]	79%	-13%	-11%
42	O=[N+]([O-])c1ccc(-c2nc(NCc3cccnc3)c3ccccc3n2)cc1	-3%	4%	0.7	49%[activator]	?	2%	0%	-6%	2%
43	Cc1cc(C(=O)N2CCN(CCc3ccccc3)CC2)no1	0%	-5%	-1.6	4%	17%	-5%	-3%	-8%	-5%
44	CCOC(=O)N1CCN(C(=O)c2ccc3c(=O)n(-c4ccc(OC)cc4)c(=S)[nH]c3c2)CC1	4%	0%	0.0	13%	65%[activator]	?	47%	-18%	-3%
45	CC(C)NC(=O)NC(=O)COC(=O)C1(C)CC1(Cl)Cl (centres undefined)	-3%	-4%	0.4	12%	2%	-5%	29%	-4%	-22%
46	COc1ccccc1CNC(=O)c1c2c(nc3ccccc13)C(=O)N(C1CCCCC1)C2	-2%	-1%	0.8	·	?	-2%	-1%	7%	?
47	COc1ccc(/C=N/n2cnn(Cc3ccccc3Cl)c2=S)cc1	-7%	3%	0.7	-4%	-17%	15%	2%	-18%	-19%
48	COc1c(O)cccc1O	-7%	·	·	-4%	·	·	·	-10%[60.1 µM]	-5%
49	CC(C)(C)NC(=O)CSc1nc(-c2ccccc2)c(-c2ccccc2)[nH]1	1%	3%	-0.3	2%	-12%	-10%	-1%	2%	-18%

Assay outcomes (PubChem)
